Screening results (PubChem BioAssay)
TLR9-MyD88 block: inhibitors of human TLR9-MyD88 binding. CHO BLA complementation TLR9-MyD88, CCF4 FRET ratio. inhibition, % at 4.98 µM. actives 0.21% (n = 340,000);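 active means inhibition above the mean over all tested compounds plus 3 SD, cut at about 21% in these data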;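 further: 0% = DMSO only wells and 100% = clavulanate BLA inhibitor control wells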
MC4R antagonist: human MC4R antagonism in cAMP assay. MC4R-expressing cells, MTII-stimulated cAMP, LANCE TR-FRET. inhibition, % at 6.5 µM. P32245. actives 0.48% (n = 360,000);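 active means inhibition above its plate's cutoff, the mean of tested wells on that plate plus 3 SD, cut at about 29% in these data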;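 further: 0% = Melanotan II alone and 100% = Melanotan II plus saturating MCL0020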
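System: U2OS cells stably expressing human melanocortin 4 receptor (MC4R). Reagent: Melanotan II challenge after compound preincubation. Doses: 6.5 µM. Times: 30-min compound, 1-h challenge, 1-h detection, room temperature. Measured by: TR-FRET with Eu-cAMP and labeled anti-cAMP, 671 nm. Replicates: singlicate.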
MC4R barr agon: human MC4R agonism via beta-arrestin. actives 0.98% (n = 360,000). P32245. U2OS MC4R beta-arrestin complementation, luminescence; percent of melanotan II response, DMSO zero. activation, % at 8.9 µM;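 active means activation above a per-plate cutoff, the mean activation of sample wells on that plate plus 3 SD, cut at about 8% in these data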
HTR2A ag: activates the mouse 5-HT2A serotonin receptor; P35363; CHO-K1 mHTR2A beta-arrestin complementation, luminescence; percent of 30 µM serotonin response; activation, % at 7.6 µM; actives 0.66% (n = 360,000);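 active means activation above a run cutoff, the mean activation of all tested compounds plus 3 SD, cut at about 14% in these data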;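 further: 0% = plate median of compound wells and 100% = 30 µM serotonin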
NOD2 RIPK2 PPI: blocks binding of human NOD2 to RIPK2; actives 0.38% (n = 360,000); O43353; inhibition, % at 4.98 µM; CHO BLA complementation NOD2-RIPK2, CCF4 ratio; in the data active means inhibition above about 21%;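 further: 0% = vehicle only and 100% = reference blocker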
ABHD5-PLIN5 inh: blocks binding of human ABHD5 to perilipin-5. Q00G26+Q8WTS1. Split G. princeps luciferase complementation, luminescence, 4 h. inhibition, % at 4 µM. actives 0.78% (n = 360,000). AID 602281;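 active means inhibition above the mean inhibition across every tested compound plus 3 SD, cut at about 22% in these data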;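 further: 0% = DMSO only wells and the 100% control is not disclosed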
Glyco luc inh: N-linked glycosylation inhibition. D54 ERlucT glycosylation luciferase reporter, 24 h; percent of 100 nM tunicamycin response. reporter increase, % at 12.5 µM. actives 0.23% (n = 360,000). AID 588692;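 active means mean luciferase reporter signal, scaled so untreated is 0 and the glycosylation-blocking control 100, at or above a set limit in every replicate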;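 further: luciferase carries N-glycosylation sites so blocking glycosylation raises the light; 0% = median of neutral control wells and 100% = median of 100 nM tunicamycin wells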
NCOA2 inhibitor: human SRC2 (NCOA2) inhibition; Q15596; HEK293 GAL4-SRC2 luciferase reporter, luminescence; inhibition, % at 9 µM; actives 0.17% (n = 370,000); AID 651957;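 active means inhibition above the mean inhibition of all tested compounds plus 3 SD, set per campaign, cut at about 52% in these data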;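 further: 0% = DMSO treated cells and 100% = cells given Gossypol at 36 µM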
Target sequence (Q15596 whole entry, looked up, the tested form may be a part): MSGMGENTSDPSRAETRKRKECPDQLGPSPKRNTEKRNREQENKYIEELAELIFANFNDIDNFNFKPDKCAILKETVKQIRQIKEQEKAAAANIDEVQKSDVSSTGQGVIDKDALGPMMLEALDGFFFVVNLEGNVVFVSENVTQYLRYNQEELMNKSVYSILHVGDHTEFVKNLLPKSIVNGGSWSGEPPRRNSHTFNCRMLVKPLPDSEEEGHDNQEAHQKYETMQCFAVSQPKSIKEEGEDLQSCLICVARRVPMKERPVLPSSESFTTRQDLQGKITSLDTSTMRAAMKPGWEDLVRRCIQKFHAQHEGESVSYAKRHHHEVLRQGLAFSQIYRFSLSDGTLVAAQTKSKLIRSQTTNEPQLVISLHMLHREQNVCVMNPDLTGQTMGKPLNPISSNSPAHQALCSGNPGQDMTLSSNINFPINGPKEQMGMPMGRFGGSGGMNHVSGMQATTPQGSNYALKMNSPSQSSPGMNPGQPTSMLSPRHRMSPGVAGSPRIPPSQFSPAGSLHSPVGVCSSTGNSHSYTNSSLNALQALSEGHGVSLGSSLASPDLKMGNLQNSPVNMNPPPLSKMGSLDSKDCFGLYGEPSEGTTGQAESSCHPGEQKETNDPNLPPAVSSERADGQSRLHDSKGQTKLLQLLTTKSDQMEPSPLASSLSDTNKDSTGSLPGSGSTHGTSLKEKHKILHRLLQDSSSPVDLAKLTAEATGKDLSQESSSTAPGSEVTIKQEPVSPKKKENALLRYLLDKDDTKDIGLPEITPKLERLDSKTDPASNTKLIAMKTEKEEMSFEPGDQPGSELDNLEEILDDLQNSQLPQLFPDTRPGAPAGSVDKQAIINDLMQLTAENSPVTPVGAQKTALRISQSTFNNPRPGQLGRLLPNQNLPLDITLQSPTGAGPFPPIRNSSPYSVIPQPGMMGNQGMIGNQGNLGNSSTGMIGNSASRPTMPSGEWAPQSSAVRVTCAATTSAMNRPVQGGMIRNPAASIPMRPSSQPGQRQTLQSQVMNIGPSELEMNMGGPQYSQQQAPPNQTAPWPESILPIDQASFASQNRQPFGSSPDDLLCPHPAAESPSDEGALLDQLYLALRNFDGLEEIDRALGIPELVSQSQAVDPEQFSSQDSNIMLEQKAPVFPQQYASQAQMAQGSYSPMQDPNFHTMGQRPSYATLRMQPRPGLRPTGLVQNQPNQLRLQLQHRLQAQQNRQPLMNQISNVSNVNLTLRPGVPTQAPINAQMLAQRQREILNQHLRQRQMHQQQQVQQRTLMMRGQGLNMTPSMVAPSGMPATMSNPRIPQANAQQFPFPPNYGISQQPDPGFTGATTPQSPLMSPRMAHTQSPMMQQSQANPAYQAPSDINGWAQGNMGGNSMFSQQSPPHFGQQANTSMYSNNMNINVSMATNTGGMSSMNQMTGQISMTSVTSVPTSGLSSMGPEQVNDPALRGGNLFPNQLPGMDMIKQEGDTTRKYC
ABCB6 inh MLPCN: blocks the human ABCB6 transporter; Q9NP58; K562-ABCB6 porphyrin accumulation, flow cytometry, 1 h; active compounds read low; fluorescence ratio to DMSO, % at 10 µM; actives 0.19% (n = 360,000);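 active means fluorescence ratio to DMSO below 75%, the collection mean minus 3 SD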;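 further: signal is porphyrin accumulated inside mitochondria; 100% equals median channel fluorescence of DMSO control wells; lower ratio means ABCB6 inhibition with less porphyrin fluorescence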
H9c2 protect: protects H9c2 cardiomyocytes from peroxide injury; AID 588492; H2O2 injury protection, ATPLite, 2 h; protection from H2O2 cell death, % at 20 µM; actives 0.63% (n = 360,000);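 active means compounds giving at least 50% protection of heart cells from peroxide-induced death in the single-dose screen, raw or plate-pattern-corrected value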;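 further: 0% = DMSO wells with peroxide and 100% = DMSO wells without peroxide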
Numbers without * were called inactive; x = no result given. Not all compounds are listed. The share of hits here may be higher or lower than overall.

SMILES	TLR9-MyD88 block	MC4R antagonist	MC4R barr agon	HTR2A ag	NOD2 RIPK2 PPI	ABHD5-PLIN5 inh	Glyco luc inh	NCOA2 inhibitor	ABCB6 inh MLPCN	H9c2 protect
CN(C)/C=C(\C#N)S(=O)(=O)C(C)(C)C	1	-4	-2.9	3	6	-4	1	-16	102	-3
Cc1nc(CS(=O)(=O)c2ccccc2)cc(N2CCN(c3ccccc3F)CC2)n1	9	0	-2.0	-1	3	0	0	3	85	2
Cc1nc(SCC(=O)NC2CCCCC2C)c(C#N)c(C)c1C (stereo not given)	0	4	-0.2	-1	5	-5	-3	-18	96	4
CCC(=O)N1N=C(c2ccc(C)cc2)CC1c1ccco1 (stereo not given)	-5	3	1.6	2	2	-1	3	-30	94	0
Cc1ccc(SCCC(=O)Nc2ccccc2Br)cc1	-6	-1	1.2	-3	-2	-8	-5	-27	99	-4
CCOC(=O)c1cccc(NC(=O)CN(c2ccc(OC)cc2)S(=O)(=O)c2c(C)noc2C)c1	3	3	-1.7	-4	-2	-4	0	4	94	15
CS(=O)(=O)c1ccc(Cl)c(S(=O)(=O)NCc2ccccc2)c1	-3	-2	-0.1	-7	-4	-1	2	-9	100	2
CN(Cc1ccc(Cl)cc1Cl)C(=O)CCNC(=O)c1ccco1	-6	9	0.8	-1	-3	12	0	16	96	0
Cc1ccc(C)c(NC(=S)Nc2cccc3cnccc23)c1	17	19	-0.5	-2	-1	-39	4	16	99	1
COc1cc(/C=N/n2cnnc2)ccc1OC(=O)c1cccnc1	12	5	-0.5	3	-5	4	1	-23	98	-2
COc1cccc(N2CCN(C(=O)c3cn(Cc4ccccc4)nc3-c3cccnc3)CC2)c1	-26	-14	-2.7	7	-9	4	10	-1	95	-4
Cc1coc2c1c(C)cc1oc(=O)c(CC(=O)N[C@@H](C)C(=O)O)c(C)c12	0	6	-2.1	3	-9	-3	1	-5	94	-3
CC(C)Oc1ccc(CNC(=O)CCCN2C(=O)C(c3ccccc3)Oc3cccnc32)cc1 (stereo not given)	0	0	-2.3	2	1	-7	-2	16	102	-5
CN(C)C(=O)Nc1cnc2ccccc2c1	1	5	0.1	7	-15	-3	1	-13	110	1
COc1cccc(/C=N/NC(=O)c2cccc([N+](=O)[O-])c2)c1OS(=O)(=O)c1ccccc1	3	4	-2.7	-7	-12	2	1	2	93	32
CS(=O)(=O)N(CC(=O)N1CCc2ccccc2C1)c1cccc(F)c1	1	-2	-1.1	-2	8	-4	1	21	101	3
CN1CCN(S(=O)(=O)c2cccc(C(=O)N(C)CC(=O)Nc3ccc(F)c(F)c3F)c2)CC1	-7	10	-2.4	3	-7	4	-2	15	96	-4
CC(=O)Nc1ccc(N2C(=O)CSC2c2ccccc2[N+](=O)[O-])cc1 (stereo not given)	-2	4	-1.6	4	-12	1	1	-7	99	-5
CCOC(=O)c1sc(NC(=O)COc2ccc3c(c2)OCO3)nc1C	0	12	1.5	-2	-8	-3	-1	-3	99	-2
Oc1ccc(C=NC2CCCCC2)cc1	-8	-5	0.2	5	6	3	0	-11	100	-5
Cc1cccc(NC(=O)COc2coc(CN3CCc4ccccc4C3)cc2=O)c1	0	6	-0.1	9	-13	20	0	-1	86	2
COc1ccc(N(CC(=O)N/N=C/c2cccnc2)S(=O)(=O)c2ccccc2)c(OC)c1	-16	4	-1.2	-4	-10	11	-1	-25	102	6
C=CCn1c(SC(C)C(=O)c2c(N)n(C)c(=O)n(C)c2=O)nnc1-c1ccoc1C (stereo not given)	-10	17	-0.6	-7	-9	5	1	0	98	-3
O=C(CCSc1nc2cc(Cl)ccc2o1)N1CCOCC1	-11	9	-0.1	-1	0	3	0	-36	95	-2
O=C(Nc1ccc(C(=O)N2CCOCC2)cc1)Nc1cccc(Cl)c1	3	13	3.8	1	4	14	-5	3	99	-6

The listing continues.
SMILES	TLR9-MyD88 block	MC4R antagonist	MC4R barr agon	HTR2A ag	NOD2 RIPK2 PPI	ABHD5-PLIN5 inh	Glyco luc inh	NCOA2 inhibitor	ABCB6 inh MLPCN	H9c2 protect
O=C(Cn1cc(COc2c(F)c(F)c(Br)c(F)c2F)nn1)c1ccc(O)cc1	-12	8	-0.9	-7	-3	-8	3	4	97	-12
CCC1(CC)C(=O)C2=C3C1[C@H](C(=O)OC)C=C(C(=O)OC)C[C@H]3[C@H]1C(=O)N(CC(=O)OC)C(=O)[C@H]1[C@H]2C (stereo not given in full)	-7	3	-0.8	4	-8	-9	3	-5	102	12
Cc1c(C(=O)N(C)C)sc(NC(=O)c2cccc([N+](=O)[O-])c2)c1C#N	6	4	-1.5	0	-18	2	-2	-47	106	-14
O=C(Cn1cnc2c(nnn2Cc2ccc(F)cc2)c1=O)NC1CCCC1	15	1	-2.7	0	1	0	-1	13	101	0
Cc1nc(NC(=O)C(C)(C)C)sc1-c1csc(N)n1	3	4	0.6	-6	0	-18	-3	17	108	-12
Cc1ccc(CN2CC(C(=O)N(CC(C)C)c3c(N)n(Cc4ccccc4)c(=O)[nH]c3=O)CC2=O)cc1 (stereo not given)	-5	1	-1.9	-6	0	4	4	7	103	4
COc1ccc(N(CC(=O)Nc2cc(C)ccc2C)S(=O)(=O)c2c(C)[nH]c(=O)[nH]c2=O)cc1	-11	-2	-3.5	-1	-1	6	1	4	100	8
CCN1C(=O)[C@H]2[C@@H](c3ccc(-c4cccc(Cl)c4)c(OC)c3)N3CCC[C@@]3(C(=O)OC)[C@H]2C1=O	5	3	-1.3	-4	-11	-2	0	16	95	0
Cc1cc(C(F)(F)F)nc(SCC(=O)NC2CC3CCC2C3)n1 (stereo not given)	-2	0	-2.3	5	9	-8	-1	-6	101	-5
O=C(CSc1nc(-c2ccccc2)cc(C(F)(F)F)n1)NCCN1CCOCC1	9	2	-0.7	3	-9	4	0	-34	98	3
O=C(Nc1nc(-c2ccccc2)cs1)c1ccccc1NS(=O)(=O)c1ccc(F)cc1	5	20	0.9	4	3	-3	-5	25	90	-18
COc1cc(OC)cc(C(=O)NCC2CCCN(C(=O)c3csc(C(C)C)n3)C2)c1 (stereo not given)	-3	0	-4.5	10	-1	2	2	-9	102	-1
COc1cc2[nH]c(C(=O)NCc3ccccc3)cc2c(OC)c1OC	4	7	-1.6	-9	-4	1	6	-41	95	0
CC(C)C(=O)Nc1cc(S(=O)(=O)Nc2ccc(Cl)cc2)ccc1Cl	-1	1	-1.4	3	-8	1	-4	3	97	-8
O=[N+]([O-])c1ccc(-c2csc3[n+]2CCS3)cc1	-7	-4	-1.3	3	-1	-1	10	1	89	-2
O=C(NCc1ccco1)c1ccc2ccccc2n1	-5	-1	-2.1	-1	-11	-4	-1	-8	94	1
CNc1ccccc(-c2ccc3cc4c(cc3n2)OCO4)c1=O	0	-2	1.9	2	1	4	1	-16	97	2
COc1ccc(CC(=O)OCC(=O)Nc2ncc(Cl)c(C)c2Cl)cc1	1	2	-0.8	15*	-6	5	2	8	92	0
COCCN=C(NS(=O)(=O)c1cccs1)c1ccccc1Cl	-6	3	0.0	11	-9	6	2	-18	93	7
c1ccc(-c2ccc(-c3csnn3)cc2)cc1	-3	7	-0.3	-4	-2	-3	0	-92	104	-6
Cc1ccc(S(=O)(=O)Nc2cccnc2)c(C)c1C	3	15	0.3	-3	7	1	1	-31	95	-1
COCCn1c(SCC(=O)Nc2sc(C)c(C)c2C#N)nnc1C(C)C	-2	9	-3.4	3	-2	-7	-3	7	85	-5
Fc1ccccc1Cn1nnc2c(-n3ccnc3)ncnc21	12	-3	-1.5	0	-7	-1	-1	25	96	-12
CC(=O)NC1(c2cccc(F)c2)CCN(CC(=O)NC(C)C)CC1	-10	-1	2.1	3	-4	-3	1	7	102	2
O=C(NCCSCc1c(F)cccc1Cl)c1ccc(CN2CCOCC2)cc1	-6	8	-0.7	1	-8	2	-4	-4	98	-7

The list continues:
SMILES	TLR9-MyD88 block	MC4R antagonist	MC4R barr agon	HTR2A ag	NOD2 RIPK2 PPI	ABHD5-PLIN5 inh	Glyco luc inh	NCOA2 inhibitor	ABCB6 inh MLPCN	H9c2 protect
COCCNC(=O)Cn1cnc2c(cnn2-c2ccc(OC)cc2)c1=O	-7	14	0.5	0	-5	-2	0	-30	96	5
O=C(CNS(=O)(=O)c1ccc([N+](=O)[O-])cc1)N/N=C/c1ccc(O)cc1O	2	8	-1.4	0	-3	0	2	-1	100	55*
CC(Sc1nnc(-c2ccncc2)n1C)C(=O)NCC(=O)Nc1ccc(F)c(F)c1F (stereo not given)	0	4	-0.1	-9	-3	9	2	-2	101	0
CC1(C)NC(=O)N(CCOc2ccc([N+](=O)[O-])cc2)C1=O	-7	15	-1.1	4	-4	-2	-1	7	104	3
CC(=O)Nc1cc(N2C(=O)CCC2=O)ccc1Cl	8	19	-1.3	3	-3	-5	3	-3	100	4
Cc1ccc(S(=O)(=O)Nc2ccc(O)c3ncccc23)cc1	1	2	-0.8	-4	4	1	-4	6	94	52*
C=C(C1=CCN(S(=O)(=O)C(C)(C)C)[C@@H]1CCO)c1ccccc1	-6	7	-1.6	2	8	5	0	10	106	7
CC(C)(C)NC(=O)CN(C(=O)CSc1nnc(COc2ccccc2)o1)c1cccc(F)c1	1	3	0.8	-1	-9	3	-1	9	95	-8
Cc1cc(=O)[nH]c(NN=C2CCCCC2C)n1 (stereo not given)	x	1	-0.7	1	-1	8	1	-14	98	4
O=C(Nc1ccc(F)cc1)N(Cc1cccs1)Cc1cc2cc3c(cc2[nH]c1=O)OCO3	7	4	0.7	-2	-3	-6	3	5	99	20
Cc1ccc(NCc2ccc(O)c3ncccc23)cc1C	-5	16	-3.3	-5	-4	4	3	-29	103	63*
Cc1ccc(OCc2nnnn2-c2ccccc2)cc1	-4	7	1.2	11	11	6	2	-8	96	-2
C=CCC(O)(CC=C)CNC(=O)C1CCC(=O)N(CCCc2ccccc2)C1 (stereo not given)	-4	10	0.2	0	5	-10	2	6	97	2
COC(=O)c1cc2c(C(F)(F)F)nn(C)c2s1	x	5	2.4	-3	-3	4	1	-20	88	3
CCCCNC(=S)N(Cc1ccco1)Cc1cc2cc3c(cc2[nH]c1=O)OCCO3	-9	5	-0.5	-3	-11	-2	3	-22	96	-2
COc1ccc(CNC(=O)COC(=O)c2ccccc2OCC(=O)Nc2ccc(SC(F)F)cc2)cc1	1	6	-2.6	2	-3	1	-5	13	97	1
CCCCCCCCCCCCCCCC[N+](C)(C)Cc1ccc(F)cc1	1	42*	16*	-5	-9	16	4	-3	91	-18

Ordered by length of the SMILES (smallest number first): some entries from above
SMILES	TLR9-MyD88 block	MC4R antagonist	MC4R barr agon	HTR2A ag	NOD2 RIPK2 PPI	ABHD5-PLIN5 inh	Glyco luc inh	NCOA2 inhibitor	ABCB6 inh MLPCN	H9c2 protect
Cc1cc(=O)[nH]c(NN=C2CCCCC2C)n1 (stereo not given)	x	1	-0.7	1	-1	8	1	-14	98	4
Cc1ccc(C)c(NC(=S)Nc2cccc3cnccc23)c1	17	19	-0.5	-2	-1	-39	4	16	99	1
Cc1ccc(CN2CC(C(=O)N(CC(C)C)c3c(N)n(Cc4ccccc4)c(=O)[nH]c3=O)CC2=O)cc1 (stereo not given)	-5	1	-1.9	-6	0	4	4	7	103	4
